Bioassay records from PubChem BioAssay.
Rad51 HR inh: blocks human Rad51 in homologous recombination; hRad51 DNA strand exchange, fluorescence dequenching; inhibition, % at 10 µM; 200,000 compounds, 0.085% hits; AID 1385;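 active means inhibition above 40% at the single screening dose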;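 further: 0% = DMSO control wells and 100% = blanks with heterologous ssDNA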
Target sequence (Q06609 whole entry, looked up): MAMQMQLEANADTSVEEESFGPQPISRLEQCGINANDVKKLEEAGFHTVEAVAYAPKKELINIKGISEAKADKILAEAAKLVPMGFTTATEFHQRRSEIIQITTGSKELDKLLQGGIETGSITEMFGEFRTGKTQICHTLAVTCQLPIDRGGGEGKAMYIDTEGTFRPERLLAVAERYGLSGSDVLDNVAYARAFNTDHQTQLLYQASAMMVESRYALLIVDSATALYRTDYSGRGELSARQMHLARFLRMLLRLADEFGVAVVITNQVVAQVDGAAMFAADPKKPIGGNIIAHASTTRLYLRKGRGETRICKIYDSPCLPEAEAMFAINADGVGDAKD
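Test system: preformed human Rad51 ssDNA filaments; also added: Donor/quencher-labelled 47-bp dsDNA substrate; doses: 10 µM final, single point; times: 37 °C 15-min filament assembly, 30-min compound preincubation, 15-min exchange; detection: FRET fluorescence dequenching, excitation 485 nm, emission 520 nm; read-out basis: Fluorescence-based percent inhibition, control- and blank-normalised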
EP2 antag: blocks the human prostaglandin E2 receptor EP2. P43116. C6 glioma cells expressing human EP2, cAMP TR-FRET; cells stimulated with saturating PGE2. inhibition, % at 25 µM. 260,000 compounds, 0.52% hits;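 active means percent inhibition above 40 after rounding to a whole number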;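 further: rat C6 glioma host cells with rolipram phosphodiesterase inhibitor present; the protocol text gives 20 µM as final concentration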
EP2 mod: modulators of human EP2 prostaglandin E2 receptor; P43116; EP2-expressing cells, cAMP HTRF FRET, PGE2 co-stimulation; induction, % at 25 µM; 260,000 compounds, 0.83% hits; AID 940;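 active means compounds whose cAMP rise, as percent of the full-agonist control response, exceeds 60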;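 further: rat C6 glioma line stably carrying human EP2 under a CMV promoter; the protocol text gives 20 µM as final concentration; 100% = response of wells given 1 µM PGE2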
Calpain2 inh: calpain II (pig) inhibition. purified calpain II, fluorogenic peptide substrate, 30 min. inhibition, % at 16 µM. 220,000 compounds, 0.37% hits;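 active means inhibition above about 50%, limit read from the data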
eIF4E 4G PPI: blocks eIF4E binding to eIF4G. P63073+Q04637. inhibition, % at 21.7 µM. 220,000 compounds, 0.37% hits. TR-FRET eIF4E-eIF4GI(517-606) binding, 2 h;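 active means inhibition above about 30%, limit read from the data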;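 further: 0% = full FRET control wells and 100% = background wells lacking eIF4GI fragment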
TbHK1 inh: T. brucei hexokinase 1 inhibition. recombinant TbHK1, G6PDH-coupled NADH A340. inhibition, % at 10 µM. AID 1430. 220,000 compounds, 0.11% hits;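 active means inhibition of 50% or more in the single-dose primary screen; inactive means inhibition below 50%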
L929 necroptosis: L929 zVAD cell death inhibition | L929 zVAD necroptosis rescue, ATP luminescence, 24 h; with zVAD 60 µM | 220,000 compounds, 0.38% hits | viability rescue, % at 10 µM;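 active means activation, scaled between plate controls, above about 75%, limit read from the data; inactive means activation under that limit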;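 further: 0% = zVAD with DMSO and 100% = DMSO alone without zVAD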
Hck-Nef inh: inhibitors of human Hck kinase activated by Nef | Recombinant Hck-YEEI plus Nef, Z-Lyte FRET kinase assay | inhibition, % at 20 µM | 220,000 compounds, 0.68% hits;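 active means Hck-Nef kinase inhibition above about 50%, limit read from the data; inactive means inhibition below that limit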;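 further: 0% = DMSO with Hck plus Nef and 100% = Hck alone without Nef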
Target sequence (P08631 whole entry, looked up): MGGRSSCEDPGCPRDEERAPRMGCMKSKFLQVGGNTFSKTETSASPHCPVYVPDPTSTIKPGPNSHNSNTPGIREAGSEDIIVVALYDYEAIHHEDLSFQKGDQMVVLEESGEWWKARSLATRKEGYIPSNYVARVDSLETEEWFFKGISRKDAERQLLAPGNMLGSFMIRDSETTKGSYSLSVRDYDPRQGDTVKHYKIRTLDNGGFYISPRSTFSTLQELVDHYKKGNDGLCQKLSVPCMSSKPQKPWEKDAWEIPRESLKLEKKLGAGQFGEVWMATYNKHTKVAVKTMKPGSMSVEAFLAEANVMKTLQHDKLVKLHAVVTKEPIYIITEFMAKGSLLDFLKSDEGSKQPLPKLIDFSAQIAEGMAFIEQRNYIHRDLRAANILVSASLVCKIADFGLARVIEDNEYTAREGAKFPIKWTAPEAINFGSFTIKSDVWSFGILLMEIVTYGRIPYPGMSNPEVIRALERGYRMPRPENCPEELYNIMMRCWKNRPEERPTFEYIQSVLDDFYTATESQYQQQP
14-3-3 Bad PPI: disrupts binding of bovine 14-3-3 zeta to phospho-Bad peptide | TR-FRET 14-3-3zeta/Dy647-pBad peptide displacement, 1 h | inhibition, % at 21.7 µM | 220,000 compounds, 0.71% hits;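 active means inhibition above about 70%, limit read from the data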;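 further: 0% = full 14-3-3 plus peptide FRET controls and 100% = background without 14-3-3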
Target sequence (P63103 whole entry, looked up): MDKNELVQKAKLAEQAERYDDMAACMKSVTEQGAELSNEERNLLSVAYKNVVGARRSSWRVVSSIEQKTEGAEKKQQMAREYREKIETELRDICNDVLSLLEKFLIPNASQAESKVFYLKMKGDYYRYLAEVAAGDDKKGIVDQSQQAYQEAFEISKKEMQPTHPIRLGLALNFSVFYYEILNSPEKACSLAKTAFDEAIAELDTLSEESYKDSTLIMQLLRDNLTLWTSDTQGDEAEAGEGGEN
* hit, by the source's call; i = inactive; / = no result given; & = joins results of further samples; [ ] = another dose, or the depositor's remark. This is a subset (hit frequency here may not be typical).

SMILES	Rad51 HR inh	EP2 antag	EP2 mod	Calpain2 inh	eIF4E 4G PPI	TbHK1 inh	L929 necroptosis	Hck-Nef inh	14-3-3 Bad PPI
Cc1nc(N)ncc1C(=O)Nc1ccccc1	-4	7	-5	11	-1	5	0.9	-12	0
COc1ccc(C(c2nnnn2C2CCCC2)N2CCC(C)CC2)cc1 (stereo not given)	/	15	12	-18	2	7	-0.6	4	29
O=C(Nc1ccccc1)c1cc(S(=O)(=O)N2CCOCC2)cs1	/	8	-18	-12	/	5	2.3	-22	/
CCc1ccc(NC(=S)Nc2ccc3cn[nH]c3c2)cc1	/	14	-86	-12	4	-5	-0.5	6	-10[fluorescence artefact?]
COCCN(C(=O)CCc1ccc(OC)cc1)c1nnc(-c2ccncc2)s1	2	10	-23	5	1	-12	0.5	19	9
CC1CC(C)CN(S(=O)(=O)c2ccc(Oc3ccc([N+](=O)[O-])cc3)cc2)C1 (stereo not given)	/	7	-17	13	8	31	-0.2	3	-22
CC(=O)c1ccc(N2CCN(C(=S)Nc3cc(C)ccc3C)CC2)cc1	-1	5	-9	19	-3[fluorescence artefact?]	-22	1.8	0	0
Cc1ccc(NC(=O)/C(Cl)=C/c2ccccc2)cc1C	6	9	-38	34	-1	29	1.2	3	-7[fluorescence artefact?]
Cc1nc2ccccc2c(=O)n1NC(=O)c1ccc([N+](=O)[O-])cc1	5	4	-1	38	-5	0	-0.8	7	4
CCOc1ccc(-c2cc(CCCC(=O)NCc3ccco3)no2)cc1	-8	9	-7	-30	-1	1	0.2	-3	-1
COc1ccc(C2C(CC(=O)O)=C(O)C(=O)N2c2ccccc2)cc1 (stereo not given)	1	8	39	-28	1	-2	1.2	-1	5
O=C(Cc1csc(NC(=O)c2ccccc2)n1)NO	12	1	-1	-8	-3	-4	-1.0	17	-10
COc1cc(NC(=O)c2cccs2)c(C(=O)OCC(=O)c2cc(C)n(-c3ccccc3)c2C)cc1OC	6	7	8	-90	2[fluorescence artefact?]	-22	0.6	3	-23
O=C(c1ccc(Cl)cc1)N1CCN(c2cccc3[nH]ccc23)CC1	-3	15	-54	-17	6	-11	1.2	3	-7
Cc1cccn2c(CNCCCOc3cccnc3)c(C(=O)N3CCOCC3)nc12	-5	6	-20	30	-1	3	0.9	11	3
COc1cccc(CNC(=O)Cn2nc(-c3ccc(Cl)cc3)ccc2=O)c1	0	5	-15	1	4	-4	0.5	1	16
O=C(COC(=O)Cc1ccccc1F)Nc1ccc2c(c1)OCO2	-8	4	-16	0	-2	-5	0.0	-51	-5
CC(C)CC(=O)CC1(O)C(=O)Nc2ccccc21 (stereo not given)	-4	7	6	-15	3	-3	0.9	16	-1
CCc1ccc(/C=N/NC(=O)c2cc(C3CC3)nc3ccccc23)s1	-2	21	-16	-20	10	-16	-1.5	4	-3[fluorescence artefact?]
CCCCN(CC)C(=S)Nc1ccc2nc3n(c(=O)c2c1)CCCCC3	-4	6	4	-1	-4	34	1.6	4	-9[fluorescence artefact?]
NC(=O)CSc1nnc(C2CC2)n1Cc1ccccc1	-8	11	10	2	1	1	-0.4	-1	-2
Cc1cc(C)n2c(SCc3ccc(C#N)cc3)nnc2n1	-3	8	-20	16	3	45	-0.2	2	25
COC(=O)CSC(=S)N1C(C)CCCC1C (stereo not given)	/	4	2	-26	-2	4	-0.5	12	0
Cc1ccccc1OCC(=O)Nc1ccc2c(c1)C(=O)c1ccccc1C2=O	-7	15	-4	12	8	2	0.5	12	10
COc1ccc(N2CC(NC(=O)NC(C)(C)C)CC2=O)cc1 (stereo not given)	-6	6	13	4	-5[fluorescence artefact?]	1	1.5	4	-1[fluorescence artefact?]

(more compounds)
SMILES	Rad51 HR inh	EP2 antag	EP2 mod	Calpain2 inh	eIF4E 4G PPI	TbHK1 inh	L929 necroptosis	Hck-Nef inh	14-3-3 Bad PPI
COc1ccc(/C=C2\S/C(=N/S(=O)(=O)c3cccs3)NC2=O)cc1	8	2	-29	-3	-5	-7	2.7	24	7
O=C(Nc1ncnc2c1CCC2)C12CC3CC(CC(C3)C1)C2	4	-1	2	0	1	-2	1.2	0	5
CC(=O)Nc1ccc(NS(=O)(=O)c2cn(C)c(=O)n(C)c2=O)cc1	0	9	4	10	5	-5	0.2	0	3
CC(C)(C)C1CCc2onc(C(=O)Nc3cnn(Cc4ccc(F)cc4)c3)c2C1 (stereo not given)	9	4	21	-101	2	-7	0.2	4	38
O=C(/C=C/c1ccc(-c2ccccc2[N+](=O)[O-])o1)c1ccc(F)cc1	-5	10	-10	-46	-7[fluorescence artefact?]	-4	0.2	3	-4
CSC1=NCCCN1C(=O)c1c(-c2ccccc2Cl)noc1C	10	9	3	-12	-2	-6	0.9	1	-2
CCCNS(=O)(=O)c1ccc(CCC(=O)N2CCN(c3ccc(OC)cc3)CC2)cc1	4	18	4	-19	0	3	-0.2	-11	7
COc1cccc(CNC(=O)CCc2nnc(C3CCCCC3)o2)c1	10	4	3	-17	-2	-9	0.3	6	-8
Cc1cccc(-c2nc(C#N)c(N3CCCCCC3)o2)c1	-2	10	54	-345	15	-7	0.4	0	15
CN(CC1CCOCC1)C(=O)CC1C(=O)NCCN1Cc1cccc(Oc2ccccc2)c1 (stereo not given)	/	2	-5	-12	-7	-7	0.3	-8	-7
Cc1ccc(S(=O)(=O)N2CCC(O)(c3cccnc3)CC2)cc1	/	5&11	17&4	-11	3	-1	0.2	1	5
CC/C(=N\NC(C)=O)c1ccc(OC(F)F)cc1	-2	22	8	-18	0	-2	2.0	-6	-3
COc1cc(-c2nc(CN(C)C(C)c3ccncn3)c(C)o2)ccc1F (stereo not given)	/	3	-5	-12	1	2	-1.3	-2	-20
O=C1CCC(c2ccccc2)=NN1	-14	10	4	-15	-1	2	5.0	20	4
CC(Cc1ccccc1)NC(=O)C1(c2ccccc2)CCOCC1 (stereo not given)	5	11	69*	-10	-6	-4	0.8	0	-9
COc1ccc(NC(=O)c2ccc(NC(=O)CN(C)CC(=O)Nc3c(C)cccc3C)cc2)cc1	13	3	-55	13	-2	-7	0.2	5	2
COc1ccccc1N1CCN(C(=O)c2cccc3c(=O)c(C)c(-c4ccccc4)oc23)CC1	-9	7	5	13	2	-10	0.1	-1	7
CCN(CC)c1ccc2c(Cl)c(Br)c(=O)oc2c1	-71	22	-20	i	-43[fluorescence artefact?]	4	62	11	-29[fluorescence artefact?]
CCc1ccc(C(=O)N2CCCC2)s1	-2	4	31	-16	2[fluorescence artefact?]	-3	-0.1	-1	12[fluorescence artefact?]
COc1ccc(CC(=O)Nc2c3c(nn2-c2cccc(C)c2C)CS(=O)(=O)C3)cc1	2	8	14	-7	3	7	0.5	-1	7[fluorescence artefact?]
O=C1CC[C@@H](C(=O)N2CSC[C@H]2C(=O)O)N1	7	16	/	-18	-2	/	/	/	3
COC(=O)c1ccc(COc2cccc3c2CCN(Cc2cccc(C)c2)C3=O)o1	1	3	22	25	6	5	0.8	0	5
Cc1ccc(/C=N\NC(=O)c2cc([N+](=O)[O-])cc([N+](=O)[O-])c2)o1	-7	9	10	12	1	-21	1.4	1	-1
O=[N+]([O-])c1ccc(N/N=C/c2cn(Cc3ccc(F)cc3)c3ccccc23)nc1	-67	5	17	14	3	-11	0.1	7	38[fluorescence artefact?]
Cc1ccccc1OCC(=O)Nc1nnc(C2CCCCC2)s1	8	1	6	-21	-3	-11	0.6	7	-2

Looked up by compound from above (six):
SMILES	Rad51 HR inh	EP2 antag	EP2 mod	Calpain2 inh	eIF4E 4G PPI	TbHK1 inh	L929 necroptosis	Hck-Nef inh	14-3-3 Bad PPI
CSC1=NCCCN1C(=O)c1c(-c2ccccc2Cl)noc1C	10	9	3	-12	-2	-6	0.9	1	-2
CC(=O)Nc1ccc(NS(=O)(=O)c2cn(C)c(=O)n(C)c2=O)cc1	0	9	4	10	5	-5	0.2	0	3
Cc1ccc(S(=O)(=O)N2CCC(O)(c3cccnc3)CC2)cc1	/	5&11	17&4	-11	3	-1	0.2	1	5
Cc1ccccc1OCC(=O)Nc1nnc(C2CCCCC2)s1	8	1	6	-21	-3	-11	0.6	7	-2
Cc1cccc(-c2nc(C#N)c(N3CCCCCC3)o2)c1	-2	10	54	-345	15	-7	0.4	0	15
COc1ccccc1N1CCN(C(=O)c2cccc3c(=O)c(C)c(-c4ccccc4)oc23)CC1	-9	7	5	13	2	-10	0.1	-1	7

Next part
SMILES	Rad51 HR inh	EP2 antag	EP2 mod	Calpain2 inh	eIF4E 4G PPI	TbHK1 inh	L929 necroptosis	Hck-Nef inh	14-3-3 Bad PPI
C=CCNC(=S)Nc1cccc(NC(=S)NCC=C)c1	/	4	-2	15	1[fluorescence artefact?]	-3	-0.4	3	2
O=c1[nH][nH]c(-c2ccccc2O)c1C(C[N+](=O)[O-])c1ccc(Br)cc1 (stereo not given)	/	12	15	-27	11	-8	-0.3	1	-13
COc1ccc(/C=C(/C#N)c2cccnc2)cc1OC	2	20	4	25	-2	-25	60	2	-2
Cc1nc2c(-c3ccc(F)cc3)c(C)nn2c(C)c1CCC(=O)NCc1ccco1	-2	15	14	5	2	-12	0.2	0	7
Cc1ccc2cc(C(c3nnnn3C3CCCC3)N3CCN(c4ccccc4)CC3)c(=O)[nH]c2c1 (stereo not given)	-6	13&5	-20&32	-49	4	-14	2.4	-1	3
COc1ccccc1N1CCN(C(c2ccccn2)c2nnnn2C2CCCCC2)CC1 (stereo not given)	-3	10	13	-4	3[fluorescence artefact?]	39	1.1	-24	11[fluorescence artefact?]
CCn1c(COc2ccccc2)nc2ccccc21	-1	15	-7	-16	-1	20	-0.1	8	-10[fluorescence artefact?]
C=CCNC(=O)C1CCN(S(=O)(=O)c2ccc(Br)cc2)CC1	7	20	16	17	3[fluorescence artefact?]	-1	-0.8	-1	-5
Cc1ccc(C(=O)OCC(=O)Nc2ncc(Cl)cc2Cl)cc1NC(=O)c1ccco1	1	4	11	-78	5	-7	-0.2	-2	9
Cc1cc(C)c2nc(SCCC#N)nc(C)c2c1	0	18	28	-27	6	0	5.4	0	-5[fluorescence artefact?]
Cn1cc(Cl)c(C(=O)NC2CCCCCC2)n1	-2	6	-6	-30	5[fluorescence artefact?]	-3	-1.0	6	1
CCC(C)NC(=O)c1ccc(C(=O)c2ccccc2)cc1 (stereo not given)	25	7	-46	-2	-3	-3	7.2	10	0
COc1ccc(N2CCN(c3nc(Cl)nc(Nc4ccc(F)cc4)n3)CC2)cc1	15	2	-23	-10	22	3	1.0	6	5[fluorescence artefact?]
CC(=O)N1CCc2ccc(S(=O)(=O)Nc3ccccc3Cl)cc21	14	4	-17	-32	0	-6	0.6	8	2
CCC(=O)N(C1=C(NC)C(=O)c2ccccc2C1=O)C(C)C	3	2	30	-6	2	-5	0.6	19	-7
CCCOc1ccc(N2C(=O)CC(N3CCC(c4nc5ccccc5o4)CC3)C2=O)cc1 (stereo not given)	10	7	15	-26	0	-5	0.5	-9	-12
COC(=O)C1=C(C)N(Cc2cccnc2)C(=O)/C1=C\c1cccs1	11	5	16	-3	1	-7	6.3	18	-1
NC(=O)/C(=N\OC(=O)c1ccco1)c1nc(-c2ccc(Br)cc2)cs1	/	5	0	-14	4	-6	0.0	1	6
COc1ccc(C(=O)C2=NN(C(C)=O)CC2c2ccco2)cc1 (stereo not given)	0	19	18	0	-1	-13	0.0	25	-6
CC1CCc2c(C(=O)Nc3ccc(OC(F)(F)F)cc3)csc2C1 (stereo not given)	3	2	0	-11	-2	1	2.3	-1	7
Cc1ccc(NC(=O)c2ccccc2OCc2ccc([N+](=O)[O-])cc2)nc1	/	4	21	4	-3	11	0.4	7	0
CCn1c(SCC(=O)OC)nnc1-c1ccncc1	-4	14&8	8&-2	19	6	7	-0.4	6	-5[fluorescence artefact?]
FC(F)(F)c1cc(-c2ccccc2)nc(NCC2CCCO2)n1 (stereo not given)	-4	2	26	-40	-16	-5	1.9	1	-7
